FBW7 act: FBW7 E3 ligase activators, primary screen, biochemical, AlphaScreen, human; F-box/WD repeat-containing protein 7 (Homo sapiens), Q969H0; AlphaScreen FBW7–phospho-cyclin E peptide binding, activator screen; normalized activity (activation), % at 26.1 µM; hit rate 0.13% among 650,000; in the data active = normalized activity above about 1.9%;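 note: purified mutant Fbw7 with reduced substrate affinity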
TEAD-YAP block: TEAD-YAP interaction inhibition, primary screen, TEAD-YAP interaction inhibitor project, luminescence, HEK-TIYL cells | TEAD-Gal4/YAP UAS-luciferase luminescence | inhibition, % at 9.12 µM | hit rate 1.4% among 640,000; in the data active = inhibition above about 32%;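 note: 0% = median of test compound wells and 100% = reference inhibitor wells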
GPR151 ag: activators of human GPR151, primary screen, cell-based, PathHunter beta-arrestin, luminescence; G-protein coupled receptor 151 (Homo sapiens), Q8TDV0; PathHunter beta-arrestin GPR151 cells; activation, % at 11.2 µM; hit rate 1% among 650,000; AID 1508602, 2020; in the data active = activation above about 4.9%;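 note: 0% = median of compound wells and 100% = cells with positive control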
Target sequence (Q8TDV0 whole entry, looked up): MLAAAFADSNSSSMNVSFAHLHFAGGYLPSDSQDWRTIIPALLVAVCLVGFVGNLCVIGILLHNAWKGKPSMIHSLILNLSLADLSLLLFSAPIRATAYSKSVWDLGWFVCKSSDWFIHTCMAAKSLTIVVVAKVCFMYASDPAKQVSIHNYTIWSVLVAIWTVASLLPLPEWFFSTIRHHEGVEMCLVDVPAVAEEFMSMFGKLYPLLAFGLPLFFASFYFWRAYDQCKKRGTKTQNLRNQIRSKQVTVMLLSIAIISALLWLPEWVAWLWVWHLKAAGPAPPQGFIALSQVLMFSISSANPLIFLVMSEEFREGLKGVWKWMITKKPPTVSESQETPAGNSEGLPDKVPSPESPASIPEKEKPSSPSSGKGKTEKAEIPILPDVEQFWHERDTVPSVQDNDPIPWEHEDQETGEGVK
MITF primary: MITF inhibitors, primary screen, biochemical, AlphaScreen, human | Microphthalmia-associated transcription factor (Homo sapiens), O75030 | AlphaScreen MITF homodimerization, bead proximity signal | inhibition, % at 2.6 µM | hit rate 0.91% among 650,000; in the data active = inhibition above about 50%;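 note: 0% = vehicle wells with protein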
Target sequence (O75030 whole entry, looked up): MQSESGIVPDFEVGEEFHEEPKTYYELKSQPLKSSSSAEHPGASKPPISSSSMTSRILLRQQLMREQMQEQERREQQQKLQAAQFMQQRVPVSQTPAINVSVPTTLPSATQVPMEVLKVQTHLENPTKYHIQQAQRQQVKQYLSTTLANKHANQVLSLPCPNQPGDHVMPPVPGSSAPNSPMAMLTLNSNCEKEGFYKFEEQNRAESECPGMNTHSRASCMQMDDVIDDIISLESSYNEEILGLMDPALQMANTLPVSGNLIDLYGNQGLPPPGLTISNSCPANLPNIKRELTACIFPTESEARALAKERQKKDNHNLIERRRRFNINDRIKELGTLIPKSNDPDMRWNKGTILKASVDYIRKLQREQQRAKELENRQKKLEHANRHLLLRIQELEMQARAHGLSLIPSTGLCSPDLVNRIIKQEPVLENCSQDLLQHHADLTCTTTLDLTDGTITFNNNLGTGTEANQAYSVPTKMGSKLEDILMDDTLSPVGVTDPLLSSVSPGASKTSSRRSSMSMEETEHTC
Active calls of the source: *; . = not tested or not shown.

SMILES	MITF primary	FBW7 act	TEAD-YAP block	GPR151 ag
COc1cccc(C2N(c3ccc(C)cc3)CCN2c2ccc(C)cc2)c1OC	2.2	0.0	8.2	0.2
CCCCNC(=O)C1CCN(C(=O)c2cccc(Cl)c2)CC1	-2.9	0.3	5.7	0.9
O=C(CC1C(=O)NCCN1Cc1ccc(F)cc1Cl)NCCc1cccnc1 (stereo unspecified)	7.8	0.0	5.0	2.1
C=CCC(CC=C)(C(=O)NC(C)(C)C)c1ccccc1	-5.7	0.1	9.0	-0.1
COc1ccc2c(c1)CC(C(=O)Nc1ccc(-c3cn[nH]c3C)cc1OC1CCN(C)C1)CO2 (stereo unspecified)	7.2	-0.2	16.7	-1.7
C/C(=N\Nc1nc2ccccc2[nH]1)c1ccc(OC(F)F)cc1	-12.3	0.1	-14.3	-0.8
COc1cc(/C=C2\NC(=O)NC2=O)cc(OC)c1OC	9.1	0.0	-5.7	2.5
C=CCc1c(O)c(CC)cc2c(C)cc(=O)oc12	6.7	0.0	2.1	0.9
COc1cc2c(cc1OC)C(COc1cccc(C(F)(F)F)c1)N(C(=O)c1ccc(Br)o1)CC2 (stereo unspecified)	-17.0	-0.1	-16.2	-0.6
Cc1ccc(-n2cc(-c3ccccc3)c3c(N4CCOCC4)ncnc32)cc1Cl	0.2	-0.2	1.2	0.3
CCOc1ccccc1OCC(=O)Nc1cccc([N+](=O)[O-])c1	17.1	1.2	-17.0	-0.2
CC(=O)Nc1ccc(NC(=O)C/C(C)=N/NC(=O)COc2ccccc2C)cc1	-9.7	0.1	1.9	-0.4
Cc1cccc2c(N3CCCC3)nc(CNC(=O)C3Cc4ccccc4O3)nc12 (stereo unspecified)	8.7	0.1	-10.9	2.7
COc1ccc(NC(=O)c2ccc(NS(C)(=O)=O)cc2)cc1Cl	19.5	0.1	-20.8	-1.6
CN(CCc1ccccn1)Cc1ccc(C(=O)NCc2cccc(C(F)(F)F)c2)c(=O)[nH]1	5.4	0.7	-4.0	0.1
CC(=O)c1cccc(NC=C2C(=O)OC3(CCCCC3)OC2=O)c1	19.1	0.3	7.4	-0.1
COc1cc(C)ccc1OCCCOc1ccccc1C(=O)O	-11.3	0.8	37.1*	-0.6
CC(=O)N1CCN2C(=O)C1CCCC(=O)c1cc(C)ccc12 (stereo unspecified)	-4.5	0.0	6.3	-0.6
CC1CCN(c2nc3c(c(=O)[nH]2)CCN(Cc2cccc4nccnc24)C3)CC1	-6.3	-0.2	5.1	7.4*
CC1CC(C)CN(C(=O)c2ccc3c(c2)N(Cc2ccccc2)C(=O)CS3=O)C1 (stereo unspecified)	-9.0	-0.2	-8.4	0.1
CC(=O)c1ccc2c(c1)OCCOCCOCCOCCOCCO2	0.3	-0.1	-2.0	0.2
CC(C)C[C@H](NC(=O)N1CCCCCC1)C(=O)N[C@H](Cc1cn(C)c2ccccc12)C(=O)N[C@H](Cc1ccccn1)C(=O)O	5.0	-0.1	.	-0.9
CCCC(=O)N=c1sc2cc(OCC)ccc2n1C	7.1	-0.1	-33.1	1.5
O=C(CCc1ccccc1)N/N=C/c1cc(Br)ccc1O	18.9	-0.1	14.0	-0.4
CS(=O)(=O)N(CCc1ccccc1)CC(=O)NCc1ccccc1	16.1	-0.1	2.9	0.0
O=C1NC2(CCCCC2)C(=O)N1Cc1ccc(Br)cc1F	12.2	0.1	-0.3	-1.6
CCn1c(SC)nnc1C1CCN(C(=O)Nc2cccc(C(C)=O)c2)CC1	-10.4	-0.2	-2.9	-0.6
OCCN1CCN(c2nc(NCc3ccco3)c3ccccc3n2)CC1	-0.6	0.0	-6.3	0.3
CCOc1cc2[nH]c(=O)n(CCC(=O)NC3CCCCC3C)c(=O)c2cc1OCC (stereo unspecified)	13.0	0.1	-5.3	0.8
Cc1ccc([N+](=O)[O-])c(C2=N/C(=C\c3ccccc3Cl)C(=O)O2)c1	-1.8	-0.2	3.9	0.8

Entries of single compounds as entered above. Order of screens: MITF primary	FBW7 act	TEAD-YAP block	GPR151 ag
CCOc1ccccc1OCC(=O)Nc1cccc([N+](=O)[O-])c1 reads 17.1	1.2	-17.0	-0.2
COc1cc(/C=C2\NC(=O)NC2=O)cc(OC)c1OC reads 9.1	0.0	-5.7	2.5

(list continues)
SMILES	MITF primary	FBW7 act	TEAD-YAP block	GPR151 ag
c1ccc(NNc2nc(N3CCOCC3)nc(N3CCOCC3)n2)cc1	5.4	0.0	-4.4	0.9
O=C(Nc1nnc(CSCCOc2ccccc2)s1)c1cccs1	-0.7	-0.1	-5.9	-0.4
Cc1ccc(N(CC(=O)Nc2ccc(C(N)=O)cc2)S(=O)(=O)c2ccccc2)cc1C	11.7	0.2	-7.4	-0.4
COc1ccn2c(C3CCNCC3)nc(-c3ccc4c(c3)OCO4)c2c1	-11.1	0.1	-54.5	0.5
c1ccc(Nc2ccnc(NCc3ccc4c(c3)OCO4)n2)cc1	-4.5	-0.1	-1.3	1.4
CCOc1ccc(C(c2nnnn2Cc2ccc(F)cc2)N2CCC(C(N)=O)CC2)cc1 (stereo unspecified)	-1.4	0.0	-6.0	3.4
CC1CCN(C(c2ccc(Cl)cc2)c2nnnn2C(C)(C)C)CC1 (stereo unspecified)	-12.0	0.0	4.7	0.0
O=C1C2C(C(=O)N1/N=C/c1ccc(-c3cccc([N+](=O)[O-])c3)o1)C1C=CC2C12CC2 (stereo unspecified)	-7.7	-0.1	-3.5	-2.0
CC(CSc1ncccn1)Cn1c(N2CCCCC2)nc2c1c(=O)[nH]c(=O)n2C (stereo unspecified)	-4.4	0.4	-3.2	-0.2
CC(Oc1ccc(Cl)cc1)C(=O)OCc1cccs1 (stereo unspecified)	-5.3	0.3	13.6	-1.2
Cn1cc(Cl)c(C(=O)NNC(=O)c2ccc(Br)cc2)n1	-16.5	-0.1	-35.4	-0.9
O=C1C2C3c4ccccc4C(C(=O)O)(c4ccccc43)C2C(=O)N1c1ccccc1 (stereo unspecified)	18.1	0.1	0.5	-0.7
COC(=O)COc1ccc(/C=N/NC(=O)CSCc2ccc([N+](=O)[O-])cc2)cc1	17.7	0.2	5.1	-0.9
NNC(=O)CN(Cc1ccccc1)S(=O)(=O)c1ccc(Cl)cc1	-2.0	0.2	0.8	1.7
Cc1cc(C)c(NC(=O)c2ccc(Br)cc2)c(C)c1	-15.1	0.0	0.8	2.1
OC1(c2ccc(F)cc2)C[n+]2ccccc2N1c1ccccc1 (stereo unspecified)	6.7	0.1	-4.2	2.7
C/C(CC(=O)C(F)(F)F)=N\NC(=O)CCN1CC(C)OC(C)C1 (stereo unspecified)	5.9	0.0	10.4	0.4
COc1ccc(-c2cnnc(NCCCO)n2)cc1	8.9	0.4	7.2	0.0
Cc1cc(N)nc(COc2ccc([N+](=O)[O-])cc2)n1	9.1	0.2	-1.2	-1.5
COc1ccccc1N1CCN(C(=O)c2csc(Nc3ccccc3)n2)CC1	14.3	-0.2	2.1	0.9
CCOc1ccc2nc(N=C(NC(=O)c3ccc(C)cc3)NC(=O)c3ccc(C)cc3)nc(C)c2c1	-0.7	0.0	-3.4	0.7
CC[n+]1c(/C=C(/C)OC)sc2ccccc21	3.0	0.0	33.5*	-0.6
CC(C)C(CC(=O)N1CCOCC1)NS(=O)(=O)c1ccc(F)cc1 (stereo unspecified)	-10.1	-0.1	2.2	-1.0
C=CCNCCC1CCC(=O)N1Cc1ccc(Cl)cc1 (stereo unspecified)	16.7	-0.1	-1.8	1.5
Cc1ccc(N(C(C)C(=O)N2CCCCC2)S(C)(=O)=O)cc1C (stereo unspecified)	0.5	0.1	6.6	0.7
CCOc1cc(C=O)ccc1OC(=O)c1ccc([N+](=O)[O-])c(C)c1	8.2	0.3	8.3	-0.1
O=C(NCc1cccnc1)NC(=O)c1ccccc1	-0.7	0.1	-1.9	-1.2
COc1cc(CC(=O)OCC(=O)c2ccc3c(c2)OCCO3)cc(OC)c1OC	-4.7	0.0	52.2*	1.9
COc1ccc(C(=O)/C=C/c2ccc(N3CCOCC3)cc2)c(OC)c1	-9.9	-0.1	7.7	-0.9
COc1cc(/C=N/NC(=O)CNC(=O)COc2ccc(Cl)cc2C)ccc1O	-10.6	0.0	15.4	2.5

Next entries follow.
SMILES	MITF primary	FBW7 act	TEAD-YAP block	GPR151 ag
O=C(Nc1ccccc1C(F)(F)F)c1ccc(Cl)c(Cl)c1	-0.8	-0.1	-19.3	-0.4
CCCC(=O)ON1C(=O)c2cccc3cc([N+](=O)[O-])cc(c23)C1=O	25.4	-0.3	-14.8	2.1
Cc1cc(N2CCN(c3ncccn3)CC2)nc2ccc(NC(=O)C(c3ccccc3)C3CCCC3)cc12 (stereo unspecified)	9.7	0.5	1.6	0.1
COc1cccc(NC(=O)c2ccc(Br)o2)c1	14.7	0.3	-25.9	-3.0
S=C(c1c[nH]c2ccccc12)N1CCCC1	1.2	-0.1	8.9	-1.3
Cc1cc2nc(-c3ccc(NC(=O)c4cccc(F)c4)cc3)oc2cc1C	15.3	0.1	-48.5	0.0
Cc1cc(S(=O)(=O)NC2CCCCC2)ccc1Cl	14.3	0.3	2.8	-0.1
CCCOC(=O)c1ccc(NC(=O)c2ccc([N+](=O)[O-])cc2Cl)cc1	7.4	-0.1	0.5	0.4
O=c1[nH]c(=O)c2nc3ccc(Cl)cc3nc2[nH]1	0.6	-0.2	1.9	4.5
COC(=O)CNC(=O)c1cc(-c2ccccc2)nc2ccccc12	-2.2	0.0	-0.9	1.4
CCOC(=O)/C(N=Nc1ccc(C)cc1)=C(\C)O	-5.2	0.2	-25.3	-0.6
c1ccc(-c2ncc(CN3CCOc4ccc(CN5CCOCC5)cc4C3)s2)cc1	4.1	-0.2	-3.9	1.5
O=C(c1cc(-c2ccc(Cl)cc2)n[nH]1)N1CCN(C(=O)c2ccco2)CC1	5.5	0.1	-3.6	-1.2
COc1ccccc1CNC(=O)c1cc2c(=O)n3cccc(C)c3nc2s1	-2.0	0.0	-5.9	-0.7
CCOc1ccc(-c2nnc(SCC(=O)Nc3ccc(Br)cc3)nc2-c2ccc(OCC)c(OC)c2)cc1OC	1.8	-0.1	7.1	0.7
COCCCNC(=O)c1ccc2c(c1)ncn2-c1cc(Cl)ccc1OC	0.9	0.1	-7.0	-1.8
Cc1ccc(C(=O)Nc2ccc(N3CCC(NCc4ccccn4)CC3)cc2)c(C)c1	12.3	-1.4	8.5	0.1
Cc1nc2ncccc2cc1C(=O)Nc1ccccc1	0.1	-0.1	-8.4	-1.4
COc1ccc(Cl)cc1C(=O)N/C(=C\c1cccc([N+](=O)[O-])c1)C(=O)Nc1cc(Cl)ccc1C	9.9	0.0	-2.3	0.1
COc1ccccc1-n1c(=S)[nH]c2c(sc(=S)n2-c2ccc(Cl)c(C)c2)c1=O	5.2	0.1	1.9	1.2

Filtered by structure, the compounds so far containing an NH in an aromatic ring.
SMILES	MITF primary	FBW7 act	TEAD-YAP block	GPR151 ag
COc1ccc2c(c1)CC(C(=O)Nc1ccc(-c3cn[nH]c3C)cc1OC1CCN(C)C1)CO2 (stereo unspecified)	7.2	-0.2	16.7	-1.7
C/C(=N\Nc1nc2ccccc2[nH]1)c1ccc(OC(F)F)cc1	-12.3	0.1	-14.3	-0.8
CN(CCc1ccccn1)Cc1ccc(C(=O)NCc2cccc(C(F)(F)F)c2)c(=O)[nH]1	5.4	0.7	-4.0	0.1
CC1CCN(c2nc3c(c(=O)[nH]2)CCN(Cc2cccc4nccnc24)C3)CC1	-6.3	-0.2	5.1	7.4*
CCOc1cc2[nH]c(=O)n(CCC(=O)NC3CCCCC3C)c(=O)c2cc1OCC (stereo unspecified)	13.0	0.1	-5.3	0.8
CC(CSc1ncccn1)Cn1c(N2CCCCC2)nc2c1c(=O)[nH]c(=O)n2C (stereo unspecified)	-4.4	0.4	-3.2	-0.2
S=C(c1c[nH]c2ccccc12)N1CCCC1	1.2	-0.1	8.9	-1.3
O=c1[nH]c(=O)c2nc3ccc(Cl)cc3nc2[nH]1	0.6	-0.2	1.9	4.5
O=C(c1cc(-c2ccc(Cl)cc2)n[nH]1)N1CCN(C(=O)c2ccco2)CC1	5.5	0.1	-3.6	-1.2
COc1ccccc1-n1c(=S)[nH]c2c(sc(=S)n2-c2ccc(Cl)c(C)c2)c1=O	5.2	0.1	1.9	1.2

Assay outcomes as filed in PubChem BioAssay.
